# Compound activity from PubChem.
# WRN inhibitor: WRN helicase (human) inhibition; Q14191; Potency, µM (highest dose often 114 µM), inactives show at the highest dose activity change, negative = inhibition, most hits filed as inhibitors; hit rate 0.46% among 360,000; WRN helicase unwinding, fluorescent forked duplex, kinetic; note: potency is the fitted concentration of half-maximal effect; % is set by controls: 0 for no effect and ±100 for the full control effect; nearly all actives have a fitted effect of over 55% in size
# Target sequence (Q14191 whole entry, looked up): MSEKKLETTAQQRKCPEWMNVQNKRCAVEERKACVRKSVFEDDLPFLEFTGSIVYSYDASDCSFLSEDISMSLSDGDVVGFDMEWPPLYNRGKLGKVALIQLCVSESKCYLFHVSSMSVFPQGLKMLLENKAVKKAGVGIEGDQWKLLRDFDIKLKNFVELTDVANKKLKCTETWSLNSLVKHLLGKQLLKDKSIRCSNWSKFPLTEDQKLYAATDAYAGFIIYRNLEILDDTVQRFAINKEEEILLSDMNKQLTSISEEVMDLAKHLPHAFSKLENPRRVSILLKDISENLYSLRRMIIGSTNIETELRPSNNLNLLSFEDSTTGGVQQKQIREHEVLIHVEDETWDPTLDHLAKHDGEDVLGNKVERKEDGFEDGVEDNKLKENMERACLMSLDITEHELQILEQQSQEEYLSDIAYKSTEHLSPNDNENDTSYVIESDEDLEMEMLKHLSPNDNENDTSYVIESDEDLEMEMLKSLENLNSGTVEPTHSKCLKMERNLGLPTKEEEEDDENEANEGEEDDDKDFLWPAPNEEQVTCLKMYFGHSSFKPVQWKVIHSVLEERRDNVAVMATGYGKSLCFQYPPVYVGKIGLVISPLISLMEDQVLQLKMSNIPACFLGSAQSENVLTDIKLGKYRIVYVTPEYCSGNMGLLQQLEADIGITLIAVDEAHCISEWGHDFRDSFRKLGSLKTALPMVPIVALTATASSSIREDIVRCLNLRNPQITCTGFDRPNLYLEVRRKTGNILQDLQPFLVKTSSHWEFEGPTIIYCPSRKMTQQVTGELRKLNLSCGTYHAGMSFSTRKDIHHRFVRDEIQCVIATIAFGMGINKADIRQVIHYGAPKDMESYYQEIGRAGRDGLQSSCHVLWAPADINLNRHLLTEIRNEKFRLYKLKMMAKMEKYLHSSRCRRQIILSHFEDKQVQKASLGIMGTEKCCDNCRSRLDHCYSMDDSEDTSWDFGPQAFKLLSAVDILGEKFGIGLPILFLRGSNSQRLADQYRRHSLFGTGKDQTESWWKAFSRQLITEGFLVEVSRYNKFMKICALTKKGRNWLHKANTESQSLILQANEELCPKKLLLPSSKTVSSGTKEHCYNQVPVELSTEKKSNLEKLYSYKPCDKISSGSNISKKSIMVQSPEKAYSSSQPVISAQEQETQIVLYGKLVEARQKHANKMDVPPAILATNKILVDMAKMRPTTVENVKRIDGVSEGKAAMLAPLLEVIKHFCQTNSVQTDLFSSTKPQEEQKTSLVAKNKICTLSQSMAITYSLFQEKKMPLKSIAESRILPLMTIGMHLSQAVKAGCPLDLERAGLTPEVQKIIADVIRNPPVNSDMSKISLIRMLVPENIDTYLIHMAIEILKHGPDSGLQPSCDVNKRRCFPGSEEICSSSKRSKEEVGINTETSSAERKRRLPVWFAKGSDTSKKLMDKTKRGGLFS
#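 Kinetic fluorescence helicase assay: unwinding of a quenched forked DNA duplex (100 nM final) with 2 mM ATP final raises red fluorescence (525/598 nm). Compounds sat 15 min at room temperature with 20 nM WRN beforehand.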
# PLK1 PBD block: blocks phosphopeptide binding to human PLK1 polo-box domain; P53350; Plk1 PBD binding of FITC phosphopeptide, fluorescence polarization; Potency, µM, for inactives: max response, negative = inhibition, usual class: inhibitors; hit rate 2.8% among 360,000; note: potency is the fitted concentration of half-maximal effect; series mostly up to about 57 µM; % is set by controls: 0 for no effect and ±100 for the full control effect; nearly all actives have a fitted effect of over 65% in size
# MmCpn inh: M. maripaludis TRiC chaperonin inhibition; hit rate 0.031% among 330,000; Potency, µM (doses to about 76.9 µM), for inactives: at the highest dose activity, negative = inhibition, most hits filed as inhibitors; purified Mm-Cpn ATPase, ADP Transcreener TR-FRET; note: potency is the fitted concentration of half-maximal effect; % is set by controls: 0 for no effect and ±100 for the full control effect; nearly all actives have a fitted effect of over 80% in size
#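 Eu-cryptate anti-ADP/ADP-d2 competition gives a ratio inversely related to ADP. Enzyme at 25 nM was pre-exposed to compound for 10 min, then given 10 uM ATP for 30 min, 37°C throughout.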
# CCT chaperon mod: cytosolic chaperonin activity modulation. purified chaperonin ATPase assay, HTRF ADP detection, 30 min. activity change, % (test concentration not listed), hits read low. hit rate 0.3% among 360,000; in the data active = activity change below about -30%; note: % is set by controls: 0 for no effect and ±100 for the full control effect
#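 Enzyme 40 or 20 nM (batch-dependent) in Tris pH 7.4/KCl/MgCl2/DTT; cpd 76 uM single point; ATP 10 uM; 30 min 37 °C; Transcreener ADP HTRF detection, 30 min RT; ratio 665/615.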
# EPAC2 antagonist: EPAC2 (human) antagonism; EPAC2 GEF exchange of Rap1B-BODIPY-GDP, fluorescence; AID 720708; Potency, µM (titrated, usually from 114 µM), inactives show top-dose activity, negative = inhibition, most hits filed as inhibitors; hit rate 0.18% among 360,000; note: potency is the fitted concentration of half-maximal effect; % is set by controls: 0 for no effect and ±100 for the full control effect; nearly all actives have a fitted effect of over 45% in size; many of its hits are not listed in these tables
# EPAC1 ag: activates human EPAC1 exchange factor | EPAC1 agonist qHTS, biochemical assay; response scale: 100% = response to 6.5 mM cAMP | Potency, µM (series often up to 154 µM), for inactives: at the top dose activation, most hits filed as activators | hit rate 0.073% among 360,000 | AID 720707 | O95398; note: potency is the fitted concentration of half-maximal effect; nearly all actives have a fitted effect of over 60% in size
#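 Read-out is the fluorescence drop as BODIPY-GDP leaves Rap1B (480 nm excitation, 540 nm emission), recorded every 5 minutes over 30 minutes. Reactions held 100 nM EPAC1, 250 nM Rap1B–BODIPY-GDP and 50 uM GDP, with 6.5 mM cAMP setting full activation.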
# PI5P4Ka inh: PI5P4K alpha (human) kinase inhibition; PI5P4Kalpha enzyme, ADP-Glo luminescence, 60 min; active compounds read low; max response, %; hit rate 1.2% among 330,000; AID 652105; active = max response of -50% or lower; inconclusive = between -30% and -50%; inactive = -30% or higher; note: value at the top dose of about 77 µM; % is set by controls: 0 for no effect and ±100 for the full control effect
#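 ADP-Glo luminescence end-point after a 60 min room-temperature kinase reaction. PI5P4Kalpha and substrate in HEPES pH 7.4 buffer with EGTA, 0.1% CHAPS and 5% DMSO; ATP at 5 microM final.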
# EPAC1 antag: EPAC1 (human) antagonism; EPAC1 GEF assay, Rap1b-BODIPY-GDP exchange fluorescence; hit rate 0.14% among 360,000; Potency, µM (titrated, usually from 115 µM), without a hit: at the highest dose activity change, negative = inhibition, actives largely listed as inhibitors; O95398;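 note: potency is the fitted concentration of half-maximal effect; plate controls were vehicle for no effect and positive control for full effect; nearly all actives have a fitted effect of over 50% in size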
# Numbers without * were called inactive; ? = inconclusive; . = not tested or not shown; [ ] = remark or other dose. Unless noted, calls come from the whole dose curve; as a rule, active = well fitted curve in the direction sought with a large enough effect; inconclusive = small, poorly fitted or top-dose-only effect, or another doubt; inactive = no such curve, though single readings can be large; an effect the other way counts as inactive or inconclusive.
# Screens in order – WRN inhibitor, PLK1 PBD block, MmCpn inh, CCT chaperon mod, EPAC2 antagonist, EPAC1 ag, PI5P4Ka inh, EPAC1 antag
CN(CC(=O)O/N=C(\N)c1ccccn1)S(=O)(=O)c1cc(Cl)ccc1Cl
    2%, -5%, 0%, -2.1, -2%, -1%, ., -1%
C[C@@H](C(=O)NCc1ccc(S(C)(=O)=O)cc1)[C@@H]1C[C@@]1(C)[C@@H](NC(=O)OCc1ccccc1)c1ccccc1
    5%, -2%, -2%, -1.3, -6%, -3%, 2, 2%
CC(C)Oc1cccc(C(=O)C2CCCN(C(=O)c3ccc4c(c3)OCO4)C2)c1 (stereo not given)
    -1%[57.1 µM], -8%, -2%, -2.6, -20%, 7%, 9, -4%
Cc1ccc(OCCOC(=O)c2sc(=S)n(C)c2C)cc1
    -6%, -3%, 0%, 1.2, -4%, -2%, 7, 15%
Cn1c(=O)c2c(SCC(=O)N3CCCc4ccccc43)nc(C3CC3)nc2n(C)c1=O
    5%, -4%, 0%, 1.5, -3%, -12%, -9, -7%
O=C(OCC(=O)N1CCN(C(=O)c2ccco2)CC1)c1ccc(Cl)nc1
    2%, 1%, 0%, -0.5, -11%, -6%, 7, 2%
C=CC[C@H](CC(=O)N(CCO)Cc1ccccc1)C(=O)N[C@H](COC(=O)[C@@H](CC=C)CC(=O)OC(C)(C)C)c1ccccc1
    -4%, 0%, -3%, -0.7, -24%, -18%, 1, -20%
Cc1ccc(-c2cc(C(=O)Nc3nn[nH]n3)c3ccccc3n2)cc1
    -4%, -17%, 4%, -2.6, 0%, 3%, ., 6%
N=c1c(-c2nc3ccccc3[nH]2)cc(C(=O)c2cccs2)nn1-c1ccccc1
    -4%, -1%, 0%, -3.4, 3%, -10%, -1, 7%
COc1ccc(S(=O)(=O)N2CCOCC2)cc1NC(=O)CC(C)c1ccccc1 (stereo not given)
    4%, -16%, -2%, 0.1, 0%, 7%, 0, -18%
Cc1c(N(C)C)c(=O)n(-c2ccccc2)n1C
    12%, 1%, -4%, 0.1, -6%, -23%, -2, -9%
O=C(Nc1ccccc1OC(=O)c1ccccc1)c1ccccc1
    -2%, 1%, ., 0.9, 5%, -13%, 6, 4%
CC(OC(=O)c1ccccc1NCCO)C(=O)Nc1ccc(S(=O)(=O)N2CCOCC2)cc1 (stereo not given)
    -12%, -8%, 2%, -0.1, -7%, 4%, 2, ?
CCOc1ccc(-c2nc(CCl)cs2)cc1OC
    2%, -9%, -1%, -2.1, -14%, -10%, -6, 2%
O=C(Cn1ccc2ccccc2c1=O)NCC(=O)N1CCN(c2ccccc2F)CC1
    3%, -5%, 0%, -1.0, -3%, 7%, 6, 0%
O=C(N/N=C/c1cccnc1)c1ccc2ccccc2c1O
    -5%, -4%, -3%, -1.5, -2%, 3%, -17, -6%
CCN1C[C@@H]2[C@@H]3C(=O)N(C)C(=O)[C@@H]3[C@](CC)(C1=O)N2C(=O)c1ccc(C(C)(C)C)cc1
    -6%, -4%, 0%, -0.8, -9%, 10%, 6, -7%
COc1ccc(C(=O)Nc2cc3c(cc2N2CCCCC2)n(C)c(=O)n3C)cc1OC
    -4%[57.1 µM], -9%, -3%, -0.3, -7%, -6%, -1, -7%
CCOCCCNCc1c(Cl)cccc1Cl
    5%, -6%, 0%, -0.1, 3%, 1%, -6, 3%
COCCNC(=O)CN(C(=O)c1ccc(N2CCCC2)nc1)c1ccc(F)c(Cl)c1
    -4%[57.1 µM], -1%, -1%, 0.5, 1%, -1%, 1, -15%
Cc1cc(C)cc(NC(=S)/C(=C(\[O-])c2ccc(Cl)cc2Cl)[n+]2ccccc2)c1
    0%, 30µM*, -26%, -0.1, 4%, -14%, -10, -3%
O=C(CN1C(=O)c2ccccc2S1(=O)=O)Nc1ccc(S(=O)(=O)N2CCCC2)cc1
    0%, -1%, -1%, 1.1, 10%, -2%, ., -1%
O=C(CC1(O)C(=O)Nc2ccc(Br)cc21)c1ccc2c(c1)OCO2 (stereo not given)
    0%, -9%, 2%, -3.9, -1%, 3%, 0, 2%
Cc1ccc(S(=O)(=O)N2C[C@H]3C(=O)C[C@@H](c4ccc(Cl)cc4)N(S(=O)(=O)c4ccc(C)cc4)[C@H]3C[C@H]2c2ccccc2)cc1
    -5%, -3%, ., 0.8, -10%, -9%, -1, -1%
COc1ccc(CCC(=O)Nc2ccc(C)c([N+](=O)[O-])c2)cc1
    -15%, ?, 0%, -3.8, -3%, 1%, 0, -10%
CC(=O)Nc1ccc(NC(=O)C2CCCN(S(=O)(=O)c3ccc(-n4cnnn4)cc3)C2)cc1 (stereo not given)
    -9%, -28%, 0%, 0.9, 1%, 4%, -12, 2%
Cc1cccc(N2CCN(C(=O)Cc3ccc(-n4c(=O)[nH]c5ccsc5c4=O)cc3)CC2)c1C
    -20%, -4%, -2%, -3.5, 0%, 8%, 2, 8%
N=c1ccn(Cc2ccccc2Cl)cc1
    -3%, 1%, 0%, 1.2, 1%, -4%, 0, 10%
CN(C)CCN=Cc1c(O)n(Cc2ccccc2)c(=O)c2ccccc12
    -5%, -3%, 0%, -1.6, -1%, -3%, -2, -19%
COc1ccc(CCNC(=O)C(=O)c2cn(CC(=O)N3CCCC3)c3ccccc23)cc1OC
    -1%, 9%, ., 1.2, 2%, -9%, 1, 17%
CC1(C)Cc2nc(N3CCOCC3)c(C#N)cc2CO1
    2%, -6%, 0%, -2.4, -1%, 7%, ., -3%
CC(=O)Nc1ccc(S(=O)(=O)Oc2cccc(N3C(=O)C4CC=CCC4C3=O)c2)cc1 (stereo not given)
    -2%, 5%, 0%, -0.5, -5%, -2%, -6, 3%
CCn1nc(C(=O)NNC(=O)c2ccccc2OCc2c(C)noc2C)c2ccccc2c1=O
    -11%, -2%, -2%, -0.1, -3%, -5%, 2, -24%
COC(=O)C1=C(C)N(CCc2ccc(OC)cc2)C(=O)C1
    3%, -4%, -3%, -1.1, -3%, 11%, 8, 4%
CC(C)(C)N=C1NC(=NC(C)(C)C)c2ccccc21
    0%, 3%, 1%, -4.2, 5%, -2%, ., 13%
CCC(C)c1ccccc1NC(=O)COC(=O)c1ccc2c(c1)S(=O)(=O)c1ccccc1C2=O (stereo not given)
    -5%, 1%, 0%, 0.3, -9%, 6%, 4, -23%
Cc1ccc(C2N(c3nccs3)C(=O)C3CCCN32)cc1 (stereo not given)
    3%, -15%, -4%, 0.5, 8%, 4%, ., -14%
COc1ccc2[nH]c3nc(SCC(=O)Nc4ccc5c(c4)OCO5)nnc3c2c1
    -17%, -17%, -1%, 0.4, 0%, 1%, -2, -4%
Cc1ccc(/C=N/NC(=O)CCCOc2ccc(Cl)cc2Cl)cc1
    -7%, -2%, -1%, -0.9, -4%, 1%, 37, 4%
CCCCOC(=O)CCCN1C(=O)/C(=C2\SC(=S)N(CCCC(=O)OCCCC)C2=O)SC1=S
    -6%, -3%, 0%, -0.7, -6%, 3%, 2, 0%
Cc1cccc(NC(=O)CC2C(=O)NCCN2C(=S)Nc2ccccc2)c1 (stereo not given)
    -18%, -1%, 2%, -1.2, -7%, 3%, ., ?
CC(CCCC(C)(C)O)NCCO (stereo not given)
    -2%, -3%, 0%, 0.2, 13%, -15%, ., 11%
COc1ccc(F)cc1S(=O)(=O)N1CCN(c2ccccn2)CC1
    ?, -8%, -9%, -0.8, -3%, 0%, 3, -19%
CC(=O)C(Sc1nc(N2CCOCC2)nc(N2CCOCC2)n1)C(=O)Nc1ccccc1 (stereo not given)
    -9%, -16%, -2%, 0.6, 22%, 6%, 0, 18%
CCCCC(C(=O)NC(=O)NCc1ccccc1)N1C(=O)c2ccccc2C1=O (stereo not given)
    -8%, 3%, 3%, 1.8, -25%, 0%, 5, 0%
COc1cccc(/C=C/C(=O)OCC(=O)Nc2ccc3c(c2)OCCO3)c1
    -1%, -1%, ., 1.3, -21%, -5%, 9, 6%
COc1ccc(NC(=O)C2CCCN(S(=O)(=O)c3ccc4c(c3)CC(C)N4C(C)=O)C2)cc1 (stereo not given)
    1%, -3%, -3%, -1.4, -5%, -11%, -6, -28%
CCOC(=O)CNC=C(C(=O)OCC)C(=O)OCC
    -11%, -1%, 0%, 0.4, -5%, 8%, 1, -6%
CC(C)CCNC(=O)CN(C(=O)CCC(=O)Nc1ccccn1)c1ccc(F)c(Cl)c1
    -2%, 5%, 1%, 2.2, -10%, 0%, 0, ?
O=C(CN(Cc1ccccc1)S(=O)(=O)c1ccc(Br)cc1)NCC1CCCO1 (stereo not given)
    -2%, -7%, -1%, -5.6, 2%, -4%, -9, -19%
OCCNC(=S)Nc1ccc2nsnc2c1
    6%, -11%, ?, 0.2, 3%, 20%, 6, -17%
COC(=O)[C@]12CCCCC=C1N(CCC1=CCCCC1)C(=O)[C@H](CC(=O)NCCC(C)C)C2
    -6%, -6%, ., -0.8, -10%, -9%, 0, -20%
O=c1cc(N2CCCCC2)nc2n1CCCS2
    -8%, -6%, -1%, -0.9, -7%, 15%, ., -10%
O=C(COc1ccc(S(=O)(=O)N2CCOCC2)cc1)NCc1ccco1
    -11%, 2%, -1%, 1.8, 5%, -4%, -3, -6%
O=C(CN(C1CC1)S(=O)(=O)c1ccc(S(=O)(=O)NC2CCCCC2)cc1)Nc1ccccc1
    -10%, -13%, -9%, -1.7, -16%, 4%, 10, ?
Cc1coc2c1c(C)cc1oc(=O)c(Cc3ccccc3)c(C)c12
    0%, -2%, -9%[15.4 µM], -2.2, -2%, -1%, ., 11%
Cc1noc(N)c1C(=O)Nc1ccccc1F
    -1%, -6%, -1%, 0.8, 1%, 1%, 9, 0%
NS(=O)(=O)c1ccc(NC(=O)COc2cccc3ccccc23)cc1
    ?, -14%, -1%, -0.5, -3%, -2%, -9, -23%
O=C(CSc1nnc2n1CCCN2)c1ccccc1
    -8%, 0%, 1%, -1.3, -2%, 3%, 0, -8%
CSCC[C@H](NC(=O)c1ccc(Cl)c(S(=O)(=O)N2CCCC2)c1)c1nc2ccccc2[nH]1
    -17%, -1%, 1%, 0.0, -10%, 15%, ., -15%
O=c1[nH]nc(-c2ccc(F)cc2)cc1Cc1ccccc1
    2%, 4%, 1%, -0.2, -8%, -1%, 0, 6%

# Looked up above:
# EPAC1 antag with Cc1coc2c1c(C)cc1oc(=O)c(Cc3ccccc3)c(C)c12 = 11%
# PLK1 PBD block with Cc1cccc(NC(=O)CC2C(=O)NCCN2C(=S)Nc2ccccc2)c1 (stereo not given) = -1%

# The list is partial. The share of hits here may be higher or lower than overall.
